TRHR enhancer = allosterically enhances the human TRH receptor | P34981 | TRHR cells, fluo-8 calcium fluorescence, EC20 TRH enhancement | enhancement, % at 2 µM | actives 0.66% (n = 360,000) | AID 493056; in the data active means enhancement above about 30%; further: 0% is about no effect
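Enhancer read-out: after compound pinning and an initial kinetic agonist-mode read, an EC20 of TRH (10 nM final) was injected and fluo-8 calcium signal (Ex 480/Em 530) followed at 1 s/cycle for 100 cycles in TRHR-expressing cells.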
D1 potentiator = human D1 dopamine receptor positive modulation; P21728; HEK293 TREx D1 cells, calcium flux, dopamine EC20 potentiation; potentiation, % at 10 µM; actives 0.036% (n = 360,000); AID 504651; in the data active means potentiation above about 30%; further: 0% is about no effect
TRHR ag = TRH receptor (human) agonism; P34981; TRHR cells, calcium flux fluo-8, FDSS agonist mode; activation, % at 2 µM; actives 0.18% (n = 360,000); AID 493084; further: 0% is about no effect
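TRHR-expressing cells, plated overnight in medium with 10% serum, were loaded with fluo-8 calcium dye at room temperature. After a 10 s baseline, library compound was pin-added and calcium release was recorded kinetically (ex 480/em 530) as agonist response.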
D2 potentiator = positive allosteric modulators of human D2 dopamine receptor | P14416 | HEK293 T-REx D2, calcium flux, EC20 dopamine potentiation | potentiation, % at 10 µM | actives 0.34% (n = 340,000) | AID 485347;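 active means potentiation over 3 SD above the plate norm, cut at about 30% in these data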; further: 0% is about no effect
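Cells plated with tetracycline inducer and held overnight at 30 C; calcium dye loaded 30–90 min at room temperature; baseline taken, compound added and read 180 s; EC20 dopamine then added and read 180 s.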
RXFP1 antagonist = blocks the human relaxin receptor RXFP1 | Q9HBX9 | HEK293-RXFP1, relaxin-stimulated cAMP HTRF, 30 min; hits give low values | activity change, negative = inhibition, % at 57.5 µM | actives 0.59% (n = 350,000);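 active means activity change of -60% or lower, but not beyond a set lower limit; inconclusive means change between -60% and -40%, or beyond the set limit; inactive means change above -40%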; further: on the % scale 0 is the no-effect control and ±100 the full control effect
Target sequence (Q9HBX9 whole entry, looked up): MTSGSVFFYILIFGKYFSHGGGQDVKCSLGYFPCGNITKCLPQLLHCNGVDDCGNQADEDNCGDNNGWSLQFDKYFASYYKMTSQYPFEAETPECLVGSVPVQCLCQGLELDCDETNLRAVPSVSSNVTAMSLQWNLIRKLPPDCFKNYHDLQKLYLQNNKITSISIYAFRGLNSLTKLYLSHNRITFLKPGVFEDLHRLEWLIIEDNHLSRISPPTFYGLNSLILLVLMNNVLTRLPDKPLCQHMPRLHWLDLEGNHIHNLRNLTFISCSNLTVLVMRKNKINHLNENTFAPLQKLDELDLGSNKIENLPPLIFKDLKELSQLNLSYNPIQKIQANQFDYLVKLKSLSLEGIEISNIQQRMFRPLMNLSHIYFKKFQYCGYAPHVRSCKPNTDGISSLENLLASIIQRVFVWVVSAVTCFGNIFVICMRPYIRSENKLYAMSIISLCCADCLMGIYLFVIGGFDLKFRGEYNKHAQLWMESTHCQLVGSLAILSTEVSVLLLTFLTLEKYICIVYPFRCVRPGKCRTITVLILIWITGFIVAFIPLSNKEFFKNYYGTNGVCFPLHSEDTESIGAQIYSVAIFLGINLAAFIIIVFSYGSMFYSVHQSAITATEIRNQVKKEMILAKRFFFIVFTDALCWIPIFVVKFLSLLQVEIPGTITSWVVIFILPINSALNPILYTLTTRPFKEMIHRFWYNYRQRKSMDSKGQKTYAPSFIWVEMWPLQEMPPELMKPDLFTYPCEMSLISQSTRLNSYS
D1 ag = activates the human D1 dopamine receptor | actives 1% (n = 360,000) | HEK293 T-REx D1 cells, calcium flux, agonist mode | activation, % at 2 µM; further: 0% is about no effect
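Tetracycline-induced HEK293 TREx D1 cells, force-coupled to calcium signalling, were dye-loaded with a no-wash calcium kit. Compound was pin-added after a 10 s baseline. Fluorescence was read kinetically at 1 cycle/s for 180 s, with calcium rises flagged as agonism.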
D1 antagonist = antagonists of human D1 dopamine receptor; P21728; HEK293 TREx D1 cells, calcium flux, dopamine EC80; hits give low values; activity change, negative = inhibition, % at 10 µM; actives 3.2% (n = 360,000); AID 504652; in the data active means activity change below about -30%; further: on the % scale 0 is the no-effect control and ±100 the full control effect
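Antagonism measured as reduced calcium response to an EC80 dopamine addition following 180 s compound pre-read; cells were inducible HEK293 Trex D1 plated overnight at 30 C, read kinetically at 1 cycle/sec.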
D2 antag = antagonizes the human D2 dopamine receptor; P14416; HEK293 TREx D2 cells, calcium flux, dopamine EC80; inhibition, % at 10 µM; actives 2% (n = 340,000); AID 485344; in the data active means inhibition above about 30%; further: 0% is about no effect
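Compounds are added to dye-loaded, induced HEK293 T-REx cells coupled to calcium release via D2; after a 3 min kinetic read an EC80 dopamine stimulus is given and fluorescence is recorded for 3 more min.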
D2 agonist = activates the human D2 dopamine receptor. actives 0.53% (n = 340,000). HEK293 T-REx D2 cells, calcium flux agonist mode. activation, % at 2 µM;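 active means activation over 3 SD above normal in the single-dose calcium agonist read, cut at about 30% in these data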; further: 0% is about no effect
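Agonism scored from kinetic calcium signal (1 read/sec, 180 s) following compound pin transfer, after a 10 s baseline. Cells: HEK293 Trex line expressing inducible D2 receptor coupled to calcium, dye-loaded after overnight culture at 30 C.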
Starred values were filed as active, the others as inactive; ? = inconclusive; . = not tested or not shown. Unless noted, no stated cut-off is given here; in the data, active means activation above about 30%; inactive means the rest.

Under each structure: TRHR enhancer	D1 potentiator	TRHR ag	D2 potentiator	RXFP1 antagonist	D1 ag	D1 antagonist	D2 antag	D2 agonist
> O=C(CCC1CCCCC1)Nc1ccccc1O
 : 2	-5	-1.5	.	-12	4	-15	.	.
> COc1cccc(C(=O)NC2CC3CCCC(C2)N3S(=O)(=O)c2ccccc2)c1 (stereo not drawn)
 : 1	-2	-0.2	7	10	1	-9	3	-1.0
> Cc1c(C2=CCN(S(=O)(=O)c3ccc(Br)cc3)CC2)c2ccccc2n1CC(=O)N1CCCC1
 : 4	3	1.4	6	-10	9	8	.	3.4
> CC(C)[C@@H](COc1ccccc1)N1CCN(Cc2ccccc2)CCC1=O
 : -1	-2	0.3	1	.	-2	9	-19	-1.5
> COc1ccc(CCNC(=O)CCc2cn(Cc3ccc(C)cc3)c3ccccc23)c(OC)c1OC
 : -4	-7	0.4	-5	3	7	-9	.	.
> COc1ccccc1NC(=O)Cn1cc(C(=O)c2ccco2)c2ccccc21
 : -3	2	0.7	5	-9	1	-1	-1	0.8
> COc1ccc2nc(NC(=O)C3CCN(C(=O)c4ccco4)CC3)sc2c1
 : -2	-11	0.0	4	-1	5	1	.	.
> COc1ccc(S(=O)(=O)N2CCOCC2)cc1C(=O)Nc1ccon1
 : -3	-4	-2.0	.	-6	3	-3	-8	1.1
> COc1ccc(/C=C/C(=O)N2CCN(c3ccccc3)CC2)cc1S(=O)(=O)N1CCOCC1
 : 0	-1	-0.5	7	-15	-3	21	-10	7.4
> Cc1ccc(NC(=O)CN2CCCCCC2)cc1Br
 : 1	8	6.2	-31	13	28	-7	42*	3.8
> COc1cc(OC)c(OC)cc1/C=N/NC(=O)c1cccc(S(=O)(=O)N2CCOCC2)c1
 : 5	-9	0.4	0	1	0	-4	18	0.8
> Cc1ccc(Nc2cc(C(=O)NCc3cccs3)c3ccccc3n2)c(C)c1
 : -6	0	-0.2	-24	11	-1	-28	.	-0.3
> COc1ccc(Cn2c(C)ccc2C)cc1
 : -8	-5	0.0	-3	1	1	-15	8	0.7
> Cc1ccc(Cn2c(N3CCN(CCO)CC3)nc3c2c(=O)n(C)c(=O)n3C)cc1
 : 4	0	-0.2	-12	-3	5	6	4	0.3
> COc1ccc(CN2CCC(=O)NC2=O)cc1
 : 1	1	-0.3	-10	1	2	4	-31	0.8
> Cc1c2cnn(CC(=O)O)c(=O)c2c(C)n1Cc1cccc(Cl)c1
 : -2	-2	0.8	2	-8	2	2	.	.
> CC(C)Oc1ccc(CNC(=O)CCn2c(=O)c3cccn3c3ccc(F)cc32)cc1
 : -2	0	-0.3	-14	-24	-2	0	.	0.1
> Cc1nn2c(N3CCN(C)CC3)cc(C(C)(C)C)nc2c1-c1ccccc1
 : 7	-3	1.7	-5	?	8	-4	25	2.6
> COc1cccc2sc(N3CCN(C(=O)CS(=O)(=O)c4ccc(Cl)cc4)CC3)nc12
 : -8	-1	-0.5	-4	-15	-1	.	.	-0.5
> CCc1nnc(NC(=O)CSc2ncnc3c2cnn3-c2ccc(OC)cc2)s1
 : 3	-2	0.5	-8	-6	3	-12	-6	0.4

A draw from above in order of molar mass, descending.
Under each structure: TRHR enhancer	D1 potentiator	TRHR ag	D2 potentiator	RXFP1 antagonist	D1 ag	D1 antagonist	D2 antag	D2 agonist
> Cc1c(C2=CCN(S(=O)(=O)c3ccc(Br)cc3)CC2)c2ccccc2n1CC(=O)N1CCCC1
 : 4	3	1.4	6	-10	9	8	.	3.4
> COc1ccc(CCNC(=O)CCc2cn(Cc3ccc(C)cc3)c3ccccc23)c(OC)c1OC
 : -4	-7	0.4	-5	3	7	-9	.	.
> COc1cc(OC)c(OC)cc1/C=N/NC(=O)c1cccc(S(=O)(=O)N2CCOCC2)c1
 : 5	-9	0.4	0	1	0	-4	18	0.8
> CCc1nnc(NC(=O)CSc2ncnc3c2cnn3-c2ccc(OC)cc2)s1
 : 3	-2	0.5	-8	-6	3	-12	-6	0.4
> CC(C)Oc1ccc(CNC(=O)CCn2c(=O)c3cccn3c3ccc(F)cc32)cc1
 : -2	0	-0.3	-14	-24	-2	0	.	0.1
> COc1cccc(C(=O)NC2CC3CCCC(C2)N3S(=O)(=O)c2ccccc2)c1 (stereo not drawn)
 : 1	-2	-0.2	7	10	1	-9	3	-1.0
> COc1ccc2nc(NC(=O)C3CCN(C(=O)c4ccco4)CC3)sc2c1
 : -2	-11	0.0	4	-1	5	1	.	.
> CC(C)[C@@H](COc1ccccc1)N1CCN(Cc2ccccc2)CCC1=O
 : -1	-2	0.3	1	.	-2	9	-19	-1.5
> Cc1nn2c(N3CCN(C)CC3)cc(C(C)(C)C)nc2c1-c1ccccc1
 : 7	-3	1.7	-5	?	8	-4	25	2.6
> Cc1c2cnn(CC(=O)O)c(=O)c2c(C)n1Cc1cccc(Cl)c1
 : -2	-2	0.8	2	-8	2	2	.	.
> Cc1ccc(NC(=O)CN2CCCCCC2)cc1Br
 : 1	8	6.2	-31	13	28	-7	42*	3.8
> COc1ccc(CN2CCC(=O)NC2=O)cc1
 : 1	1	-0.3	-10	1	2	4	-31	0.8
> COc1ccc(Cn2c(C)ccc2C)cc1
 : -8	-5	0.0	-3	1	1	-15	8	0.7

Next compounds.
Under each structure: TRHR enhancer	D1 potentiator	TRHR ag	D2 potentiator	RXFP1 antagonist	D1 ag	D1 antagonist	D2 antag	D2 agonist
> COc1ccc(N(C(=O)COc2cccc(C)c2)S(=O)(=O)c2ccc(C)cc2)cc1
 : 7	4	-0.1	-1	16	11	-10	-4	-0.9
> O=C(O)CNC(=O)/C(=C\c1ccc2c(c1)OCO2)NC(=O)c1ccc(Br)cc1
 : -1	-5	-1.1	-2	2	1	4	13	0.1
> CC(O)C(=O)NCCOCCOCCNC(=O)C(C)O (stereo not drawn)
 : -8	-5	-0.1	7	-14	1	12	12	-0.5
> CC(C)[C@H](NC(=O)NCCc1ccccc1)C(=O)O
 : -5	-4	0.1	7	-9	1	1	23	0.6
> COc1ccc(-c2[nH]ncc2CN2CCC(O)(c3ccc(Cl)cc3)CC2)cc1
 : -1	-12	-0.1	-22	-22	10	-18	18	-0.8
> O=C(NCc1ccc2c(c1)OCO2)Nc1cccc(Cl)c1
 : -6	-10	-0.4	-24	0	14	-41*	23	-0.5
> CCOc1cc(C(=O)N2CCc3c([nH]c4ccccc34)C2c2ccccc2)cc(OCC)c1OCC (stereo not drawn)
 : 4	-3	0.7	-7	-6	2	-2	.	-1.3
> CCSc1nnc(NC(=O)c2cc(C)nc3ccccc23)s1
 : -7	2	-0.3	1	1	4	22	9	1.0
> O=c1[nH]c2ccccc2n1CCCSc1cnc2ccccc2n1
 : 1	0	1.5	-1	-11	1	4	-7	-0.1
> CCOC(=O)c1cc(-c2ccco2)nc2c1c(C)nn2-c1cccc(Cl)c1
 : 0	-1	1.3	0	-1	3	-6	.	.
> Cc1oc(-c2ccccc2F)nc1CS(=O)CC(=O)NCCN1CCCCC1C (stereo not drawn)
 : 25	1	-1.0	12	10	8	1	-11	0.0
> CN(C)S(=O)(=O)N1CCC(Oc2ccc(C(=O)NCC(C)(C)CO)cc2)CC1
 : 2	-3	0.1	16	-9	3	-29	-4	0.8
> COCCN1C(=O)C(=O)/C(=C(/O)c2cccc(S(=O)(=O)N(C)C)c2)C12C(=O)N(C)c1ccccc12 (stereo not drawn)
 : 7	-4	0.4	7	12	2	2	6	-0.1
> CC(=O)c1ccc(NC(=O)c2cc(C)nc3ccccc23)cc1
 : -2	-1	0.4	10	-3	2	10	-3	0.7
> Cc1ccccc1NS(=O)(=O)c1cccc2nsnc12
 : -3	-2	-0.4	4	9	4	3	10	-2.3
> FC(F)(F)C1=Nc2cccc3cccc(c23)N1
 : 0	-7	-0.3	4	?	0	9	-6	0.7
> Nc1nc2nonc2nc1N1CCCCC1
 : 1	-2	-0.8	1	-9	0	-2	-7	-0.4
> CCOc1cc(/C=N/O)ccc1OS(=O)(=O)c1ccc(C)cc1
 : 6	3	2.0	7	4	1	-4	0	0.2
> O=C(NCc1ccccn1)c1ccc(NS(=O)(=O)c2cccc([N+](=O)[O-])c2)cc1
 : 5	8	0.3	-3	4	3	-1	7	0.3
> Cc1ccc(C(=O)NCC(=O)NCCSc2ccc(Br)cc2)cc1
 : 0	-5	-0.4	0	5	3	-18	-15	-0.4

More records:
Compound	TRHR enhancer	D1 potentiator	TRHR ag	D2 potentiator	RXFP1 antagonist	D1 ag	D1 antagonist	D2 antag	D2 agonist
CCOC(=O)C1CCN(Cc2cnc(Oc3ccc(OC)cc3)s2)CC1	-8	-3	-0.2	2	-3	12	-27	-10	0.9
Cc1cccc(Cn2c(SCCN3CCCCC3)nc3c2c(=O)[nH]c(=O)n3C)c1	-7	-7	-1.0	-3	6	2	-9	-25	-1.0
CCn1c(-c2ccccc2SC)n[nH]c1=S	-4	2	-0.5	7	-16	5	-3	-10	-2.1
CCOC(=O)c1c(S(=O)(=O)N2CCC(C(=O)Nc3ccc(C)c(Cl)c3)CC2)c(C)n(C)c1C	-1	-1	0.3	8	-7	4	-18	.	.
CN(C)C(=O)COc1ccc(Oc2ccccc2)cc1	-1	-1	0.4	7	-5	4	2	-4	-0.4
NNC(=O)c1sc(-c2ccc(Cl)cc2)cc1N	-1	-6	-0.7	2	-19	0	-19	-16	0.5
COc1ccc(/C=N/NC(=O)c2ccc(COc3ccccc3Cl)o2)c(OC)c1C	1	1	0.1	3	-18	2	12	14	-0.2
Cc1cc2n(n1)C(c1ccco1)Nc1ccccc1-2 (stereo not drawn)	-2	1	-0.6	-7	-4	0	0	6	-0.4
O=C(O)c1ccc(NC2CC(=O)N(Cc3ccccc3)C2=O)cc1 (stereo not drawn)	-1	4	0.0	5	7	2	5	0	-1.8
Cc1ccc(-n2c(COc3ccccc3)n[nH]c2=S)cc1	0	-4	-1.1	7	-12	6	3	-4	0.1
N/C(Cc1cccc2ccccc12)=N\O	1	2	0.1	5	-14	2	-13	-2	0.2
Cc1ccc(NC(=O)CCn2cnc3ccccc3c2=O)cc1	-1	-1	-0.7	3	-22	0	-3	23	0.0
O=C(CN1CCN(c2ccccc2F)CC1)NCc1ccc(Cl)cc1	-5	-9	-0.4	-11	-12	1	-7	1	0.7
CCOC(=O)C1CSC(CC(=O)Nc2ccc(OCC)cc2)C(=O)N1 (stereo not drawn)	0	-6	0.2	11	-7	-1	-6	1	0.6

Screening data from PubChem BioAssay.
